High-throughput results (PubChem BioAssay)
Lung fibro prol: blocks proliferation of human lung fibroblasts; LL 47 human lung fibroblast viability, ATP luminescence; stronger effect = lower value; AID 719; viability, % at 10 µM; actives 1.1% (n = 85,000);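 active = viability at or below 50% in the single dose screen; inactive = viability above 50%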;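 also: compound exposure lasted 72 h before the ATP readout; 100% = median luminescence of untreated cell-only wells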
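Signal: luminescent ATP detection, CellTiter-Glo; assay system: LL 47 human lung fibroblasts; input: 1,150 cells/well; incubation: overnight cell rest, 72 h compound treatment at 37 °C; measure: % viability versus median cells-only luminescence; medium: IMEM growth medium with 15% fetal bovine serum; dosing: compound addition at 0.1% DMSO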
Pyk2 oligo antag: Pyk2 (human) oligomerization antagonism; Q14289; Q293 cells, Pyk2 FERM NanoBiT luminescence; stronger effect = lower value; z-score (the deposit names both 25 µM and 10 µM); actives 0.83% (n = 99,000); AID 1347419;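 active = Z-score of -3 or lower, scaled per plate to the spread of control and sample wells; inactive = z-score above -3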;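 also: negative z-score means lost luminescence so less FERM oligomerization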
HUVEC tox IL1B: toxic to HUVEC cells under IL-1B stimulation. HUVEC cell count loss, Hoechst imaging, IL-1B stimulated. cell count reduction, % at 2 µM. actives 0.41% (n = 94,000);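 active = cell count reduction more than 3 SD above the screen-wide mean, cut at about 70% in these data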;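 also: normalized per plate to untreated control cells as the no-loss baseline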
F-actin modifier: cytoskeleton assembly modification; HUVEC TNFa F-actin phalloidin imaging, high content; inhibition, % at 2 µM; actives 0.18% (n = 91,000); AID 836;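 active = inhibition above the batch mean plus 3 SD and confirmed as a hit by visual image inspection, cut at about 30% in these data, passing the limit was not always enough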; also: strong numbers were not always called active
HUVEC inhibit: inhibitors of human endothelial cell proliferation; viability, % at 10 µM (by protocol); actives 1.1% (n = 86,000); HUVEC proliferation, CellTiter-Glo luminescence, 72 h; stronger effect = lower value;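 active = viability at or below 30%; inactive = viability above 30%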;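 also: 100% = median luminescence of DMSO-only cell control wells on each plate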
VCAM1 TNFa inh: reduces TNF alpha induced VCAM1 expression in HUVEC. HUVEC TNFa-induced VCAM-1 immunofluorescence, high-content imaging. inhibition, % at 2 µM. actives 0.48% (n = 95,000). AID 802;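 active = inhibition above the batch mean plus 3 SD, with images confirmed as a hit by eye, cut at about 37% in these data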;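 also: 0% = TNF-stimulated DMSO wells and 100% = unstimulated control wells; not every result past the cut was called active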
H69AR growth 86K: growth inhibitors of human H69AR lung tumor cells; viability, % at 10 µM; H69AR lung tumor viability, ATP luminescence, 72 h; stronger effect = lower value; actives 6% (n = 85,000);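 active = viability at or below 40%; inactive = viability above 40%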;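 also: multidrug resistant small cell line overexpressing MRP-1 efflux transporter; 100% = mean luminescence of untreated control wells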
Smad3 inh: inhibitors of human Smad3 transcription factor binding; P84022; TR-FRET Smad3/Dy647-FoxH1 peptide binding, europium anti-His; inhibition, % at 25 µM; actives 0.29% (n = 88,000); AID 630;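 active = compounds that reduce the energy-transfer binding signal between the protein and its labelled peptide by more than half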;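 also: 0% = Smad3 plus labelled peptide maximal FRET and 100% = peptide-only background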
Target sequence (P84022 whole entry, looked up): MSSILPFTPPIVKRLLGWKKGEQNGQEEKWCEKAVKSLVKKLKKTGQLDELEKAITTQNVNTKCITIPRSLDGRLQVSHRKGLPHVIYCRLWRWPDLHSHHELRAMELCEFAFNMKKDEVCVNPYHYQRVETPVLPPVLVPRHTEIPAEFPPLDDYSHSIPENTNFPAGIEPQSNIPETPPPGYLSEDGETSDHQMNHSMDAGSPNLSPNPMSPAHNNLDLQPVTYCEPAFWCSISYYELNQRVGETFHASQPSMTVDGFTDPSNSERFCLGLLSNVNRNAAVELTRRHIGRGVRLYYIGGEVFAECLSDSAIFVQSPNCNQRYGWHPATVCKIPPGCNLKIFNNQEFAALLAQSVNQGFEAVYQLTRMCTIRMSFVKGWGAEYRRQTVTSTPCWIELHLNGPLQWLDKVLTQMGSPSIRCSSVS
TNFa cytotox: toxic to HUVEC cells under TNF alpha stimulation | HUVEC TNFalpha-stimulated, Hoechst cell count, imaging | cell count reduction, % at 2 µM | AID 848 | actives 0.17% (n = 93,000);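 active = cell count reduction exceeding the screen mean by over 5 SD, scaled to untreated wells per plate, cut at about 78% in these data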;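 also: cells counted after 24 h of TNF alpha exposure following the 1 h pretreatment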
Numbers without * were called inactive; / = no result given; [ ] = remark or other dose. A portion of the library. The share of hits here may be higher or lower than overall.

SMILES	Lung fibro prol	Pyk2 oligo antag	HUVEC tox IL1B	F-actin modifier	HUVEC inhibit	VCAM1 TNFa inh	H69AR growth 86K	Smad3 inh	TNFa cytotox
COc1ccc(-c2nc(-c3cccc(C)c3)no2)cc1OC	102	-0.46	-13	-9	129	-55	84	-4	-16
CCc1nc(SCC(=O)N2CCN(c3ccccc3)CC2)c2oc3ccccc3c2n1	/	-1.5	-2	-2	/	-3	/	/	-37
c1ccc(-n2ncc3c(NCc4ccc5c(c4)OCO5)ncnc32)cc1	87	-0.75	13	-6	89	17	87	14	-6
CCCOn1c(-n2nc(C)cc2C)nc2ccccc2c1=O	112	0.13	10	-8	103	30	94	11	16
Cc1onc(-c2ccccc2Cl)c1C(=O)NCc1ccc(S(N)(=O)=O)cc1	94	0.24	-59	-3	91	-8	101	13[fluorescence artefact?]	-28
c1ccc(OCCSc2ncnc3nc[nH]c23)cc1	103	-1	-43	49	88	-8	94	24	-10
Cc1cc(C)nc(-n2nc(C)cc2NC(=O)CN2CCCC(C)C2)n1 (stereo not drawn)	89	-0.88	12	8	106	-11	63	0	-4
COc1cc(C(=O)O)cc(OC)c1OCc1cc(C(=O)O)oc1C	104	-0.95	-4	-4	85	0	106	-15	-20
Cc1ccc(C(=O)Nc2cccc(C(=O)O)c2)cc1	87	/	-14	/	95	-7	100	-8	4
O=C(COC(=O)c1ccccc1NC(=O)c1ccco1)Nc1ccc2c(c1)OCO2	95	-3.8*	-12	4	91	10	38*	-1	-25
CC1Oc2ccccc2N(Cc2cccnc2)C1=O (stereo not drawn)	96	1.1	/	/	98	/	97	0	/
O=C(Nc1c2c(nn1-c1ccc(F)cc1)CSC2)c1ccc(S(=O)(=O)N2CCOCC2)cc1	94	0.6	-38	17	89	-21	80	8	-15
O=C(NC12CC3CC(CC(C3)C1)C2)c1cnccn1	91	1	-1	0	94	13	99	-9	6
Cc1ccc(OCCCCn2cnc3ccccc32)c(C)c1	102	0.6	-3	4	71	-10	96	-11	32
O=CN1CCN(C(=O)c2ccccc2F)CC1	99	0.3	-72	11	86	-4	93	6	-37
CCc1nc2n[nH]c(N)c2c2c1CCCC2	91	-0.7	9	-8	92	10	87	-2	1
CCC(=O)c1ccc(N2CCCCCC2)c(F)c1	95	0.14	-4	-8	93	1	99	8	-15
Cc1nn(C)c(C)c1S(=O)(=O)N(CC(=O)Nc1ccccn1)c1ccc(C(C)C)cc1	87	/	/	/	79	/	94	-1	/
CCCN(CCC)C(=S)NC(=O)c1ccc(Cl)cc1Cl	/	1.3	1	-27	/	12	/	/	0
Cc1noc(-c2ccccc2OC(=O)c2ccccc2)n1	100	-0.07	1	-7	94	6	107	8	-34
Fc1ccc(Sc2nc(-c3ccccc3)nnc2C(F)(F)F)cc1	/	-0.86	-18	18	/	2	/	/	1
O=C(NCc1cccnc1)c1cnn2ccccc12	102	/	-11	1	103	17	82	2	-55
COc1ccc(/C=C(/NC(=O)c2ccccc2)C(=O)N/N=C/c2cccs2)cc1OC	/	-0.58	3	19	/	11	/	/	23
CC1(C)Cc2c(C#N)c(N3CCOCC3)nc(-c3ccccc3)c2CO1	88	-0.97	12	7	100	0	63	-3	-9
O=C(NNC(=O)c1ccccc1)C(=O)N1CCCCC1	/	-0.13	7	-5	/	7	/	/	3
O=C(CN1CCN(c2ccccn2)CC1)N(c1ccccc1)c1ccc2ccccc2c1	107	-0.14	/	/	98	/	98	-16	/
O=S(=O)(c1cccs1)N1CCN(Cc2ccccc2)CC1	104	-0.14	-2	-1	93	-7	83	-4	-32
O=c1oc(-c2ccc(F)cc2)nc2ccsc12	102	0.11	-26	1	89	15	99	-1	-30
COc1ccc(C2CC(c3ccc(Cl)cc3)Nc3nc(NC(=O)c4ccco4)nn32)cc1 (stereo not drawn)	89	-1.4	-26	16	106	8	91	10	-13
Cc1ccc(C2=NNC(C(O)C(O)C(O)CO)S2)cc1 (stereo not drawn)	/	0.29	-5	5	/	-10	/	/	-18
COCCN1C(=O)/C(=C/c2ccc(Oc3ccc([N+](=O)[O-])cn3)c(OC)c2)SC1=Nc1ccccc1	91	0.03	-25	6	106	0	51	-6[fluorescence artefact?]	-8
O=C(CN1CCCC1)NCC1(c2ccccc2)CCOCC1	95	-0.17	-3	-12	100	-10	99	-3	-13
CC(C)c1nnc(NC(=O)c2cccc(-n3cnnn3)c2)s1	108	-0.45	-3	-8	103	5	94	10	-16
CC1=CC(C#N)(C#N)C(C#N)(C#N)C(c2ccccc2)N1 (stereo not drawn)	102	/	-7	-10	98	-22	80	3	-12
C=CCn1c(SCC(=O)Nc2nc(C)cs2)nnc1C(C)NC(=O)c1ccccc1Cl (stereo not drawn)	97	0.5	-37	8	91	12	97	3	-15
Cc1ccc(C(C)C)c(OCCCN2C(=O)NC(C)(C)C2=O)c1	96	-1.4	1	4	100	-1	92	0	5
CC(=O)Nc1ccc(N=Cc2ccc[nH]2)cc1	/	0.27	14	2	/	3	/	/	-14
O=C1C(c2ccnc3ccccc23)=C(O)c2ccccc21	73	-0.94	-11	1	62	38	34*	19	5
O=C(O)CCCn1c(=O)[nH]c2ccccc2c1=O	92	1.6	-24	24	91	11	89	2	-40
COc1ccc(Cc2nc(C(=O)Nc3ccccc3)cs2)cc1	98	-0.07	-9	-5	66	-8	92	15	3
O=P(/C(=N/O)Sc1ccccc1)(N1CCOCC1)N1CCOCC1	/	2.3	1	/	/	18	/	/	-12
CCN(CC)C(=O)CSc1nnc([C@H](CCSC)NC(=O)OC(C)(C)C)o1	87	-0.76	-2	-1	99	-16	/	-7	0
O=C(CSc1nnc(Cc2cccs2)n1-c1ccc(Cl)cc1)NCc1ccc2c(c1)OCO2	99	-0.59	-20	1	96	1	94	-5	-3
Cc1c(Cc2ccccc2)c(=O)oc2cc(OC(=O)c3ccccc3)ccc12	/	-1.4	-39	-15	/	4	/	/	-13
Cn1c(C(=O)NCc2ccco2)cc2c(=O)[nH]c3ccccc3c21	100	-0.68	/	/	91	/	90	10	/
Cc1ccc(S(=O)(=O)CCCS(=O)(=O)c2ccc(C)cc2)cc1	/	-0.19	14	3	/	8	/	/	10
Cc1ccc(-n2ncc3c(=O)n(CC(=O)NCc4ccco4)cnc32)cc1	92	1.3	-46	-7	75	2	68	-1	-23
COc1ccc(-c2nc(NC(=O)Cn3ccc(C(F)(F)F)n3)sc2C)cc1	95	-0.01	19	9	88	-1	79	8	-50
CCOC(=O)c1sc(=NC(=O)c2cccc(OC)c2)n(C)c1C	97	0.43	-17	27	77	-6	92	0	-21
COc1cccc(C(=O)Nc2cccnc2)c1	110	/	-10	/	93	1	97	8	-1

Profiles, quoted from the list:
Results for Cc1ccc(-n2ncc3c(=O)n(CC(=O)NCc4ccco4)cnc32)cc1 = Lung fibro prol = 92; Pyk2 oligo antag = 1.3; HUVEC tox IL1B = -46; F-actin modifier = -7; HUVEC inhibit = 75; VCAM1 TNFa inh = 2; H69AR growth 86K = 68; Smad3 inh = -1; TNFa cytotox = -23
Results for O=P(/C(=N/O)Sc1ccccc1)(N1CCOCC1)N1CCOCC1 = Lung fibro prol = /; Pyk2 oligo antag = 2.3; HUVEC tox IL1B = 1; F-actin modifier = /; HUVEC inhibit = /; VCAM1 TNFa inh = 18; H69AR growth 86K = /; Smad3 inh = /; TNFa cytotox = -12

(cont.)
SMILES	Lung fibro prol	Pyk2 oligo antag	HUVEC tox IL1B	F-actin modifier	HUVEC inhibit	VCAM1 TNFa inh	H69AR growth 86K	Smad3 inh	TNFa cytotox
COC(CNc1cc(=O)oc2ccccc12)OC	105	1.2	8	6	103	20	89	-20	-7
COc1ccc(CCNC(=O)c2cc3sc(Cl)cc3n2C)cc1OC	113	/	-25	2	113	3	109	5	-10
COC(=O)Cn1nnc(-c2cccc(OC)c2)n1	100	-0.36	-73	-40	99	0	101	-2[fluorescence artefact?]	-7
CCc1ccccc1NC(=O)Cn1nnc(-c2cccnc2)n1	104	0.78	-47	/	95	8	96	5	-28
COCC(=O)NCCNc1nc2ccc(C)cc2cc1C	/	0.44	10	-8	/	27	/	/	2
COc1ccccc1N1CCN(C(=O)CSc2nnc(NC(=O)c3ccco3)s2)CC1	86	-0.54	12	29	80	-5	83	3	-28
Cc1cccc(OCc2nnc(SCC(=O)Nc3ccc(C)c(C)c3)o2)c1	95	0.39	-9	8	106	16	100	-9	-15
O=C(CNS(=O)(=O)c1ccc(Br)cc1)N1CCOCC1	103	0.34	-5	15	98	28	101	15[fluorescence artefact?]	18
C=CCn1c(O)c(CN2CCOCC2)c(C)c(C#N)c1=O	98	-0.39	-14	0	106	3	94	6[fluorescence artefact?]	-24
CCOC(=O)c1c(-n2cnnn2)sc(C)c1C	99	0.34	-8	28	101	12	100	-11	-20
CCOC(=O)N1CCN(C2OC(=O)c3ccccc32)CC1 (stereo not drawn)	101	0.91	5	-30	113	14	92	0	6
CCCCN(Cc1ccccc1)c1ncnc2nc[nH]c12	96	/	/	/	100	/	86	2	/
COc1ccc(-c2noc(CCC(N)=O)n2)cc1OC	102	-0.18	-8	12	97	-13	99	2	12
COc1ccccc1-c1cc(C(=O)Nc2ccc(F)cc2F)no1	/	0.17	7	-37	/	-13	/	/	10
CCOC(=O)CSc1nnc(-c2cccnc2)n1Cc1ccccc1	96	0.16	-9	-10	99	-8	104	1	/
CCOC(=O)N1CCC(NC(=O)c2cccc3c2C(=O)N(c2ccc(OC)cc2)C3)CC1	104	/	9	-5	92	1	72	10	-32
COC(=O)Cn1c(=O)c2c(nc(Br)n2CC(=O)OC)n(C)c1=O	/	2.2	-20	-10	/	13	/	/	-12
CNC(=S)N1N=C(c2ccc(C)cc2)CC1c1ccc(Cl)cc1 (stereo not drawn)	95	-1.6	-10	6	96	17	94	17	-24
O=C(/C=C/c1ccc2c(c1)OCO2)NCCSCc1cccc(Cl)c1	/	/	-18	10	/	0	/	/	-9

Of the compounds above, nine have an aryl thioether with sulfur outside any ring:
SMILES	Lung fibro prol	Pyk2 oligo antag	HUVEC tox IL1B	F-actin modifier	HUVEC inhibit	VCAM1 TNFa inh	H69AR growth 86K	Smad3 inh	TNFa cytotox
CCc1nc(SCC(=O)N2CCN(c3ccccc3)CC2)c2oc3ccccc3c2n1	/	-1.5	-2	-2	/	-3	/	/	-37
c1ccc(OCCSc2ncnc3nc[nH]c23)cc1	103	-1	-43	49	88	-8	94	24	-10
Fc1ccc(Sc2nc(-c3ccccc3)nnc2C(F)(F)F)cc1	/	-0.86	-18	18	/	2	/	/	1
C=CCn1c(SCC(=O)Nc2nc(C)cs2)nnc1C(C)NC(=O)c1ccccc1Cl (stereo not drawn)	97	0.5	-37	8	91	12	97	3	-15
CCN(CC)C(=O)CSc1nnc([C@H](CCSC)NC(=O)OC(C)(C)C)o1	87	-0.76	-2	-1	99	-16	/	-7	0
O=C(CSc1nnc(Cc2cccs2)n1-c1ccc(Cl)cc1)NCc1ccc2c(c1)OCO2	99	-0.59	-20	1	96	1	94	-5	-3
COc1ccccc1N1CCN(C(=O)CSc2nnc(NC(=O)c3ccco3)s2)CC1	86	-0.54	12	29	80	-5	83	3	-28
Cc1cccc(OCc2nnc(SCC(=O)Nc3ccc(C)c(C)c3)o2)c1	95	0.39	-9	8	106	16	100	-9	-15
CCOC(=O)CSc1nnc(-c2cccnc2)n1Cc1ccccc1	96	0.16	-9	-10	99	-8	104	1	/
